Bioassay records (PubChem)
CRFR2-BP antag – CRF-BP/CRF-R2 complex antagonism; HEK293 CRF-R2/CRF-BP, CRF-induced calcium fluorescence; inhibition, % at 11.8 µM; 350,000 compounds, 0.59% hits; AID 588475;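 active = inhibition of the ligand-induced calcium signal above about 50% at the single tested concentration, limit read from the data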
GalR3 antag – blocks the human galanin receptor 3; O60755; HEK293 GalR3-CNG cAMP membrane potential fluorescence; galR3 body fused to GalR1 C-terminus; inhibition, % at 3 µM; 360,000 compounds, 0.44% hits; AID 651719;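 active = inhibition above the screen-wide average plus 3 SD, cut at about 13% in these data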;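 note: forskolin and galanin both at EC90 stimulate the cells; cAMP rise reported by CNG channel membrane potential dye signal; 0% = forskolin plus galanin with DMSO and 100% = forskolin alone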
Target sequence (O60755 1-299 limits assumed): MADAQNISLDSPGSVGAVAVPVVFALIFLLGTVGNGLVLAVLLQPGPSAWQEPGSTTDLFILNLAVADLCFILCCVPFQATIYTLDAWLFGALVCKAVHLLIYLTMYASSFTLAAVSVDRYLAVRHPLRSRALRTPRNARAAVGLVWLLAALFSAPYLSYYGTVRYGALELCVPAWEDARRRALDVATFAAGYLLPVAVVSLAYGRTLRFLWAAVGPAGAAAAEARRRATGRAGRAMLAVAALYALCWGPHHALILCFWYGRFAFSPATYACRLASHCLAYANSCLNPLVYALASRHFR
CRFR2-BP ag – CRF-BP/CRF-R2 complex agonism; 350,000 compounds, 0.46% hits; AID 588473; activation, % at 13.2 µM; HEK293 CRF-R2/CRF-BP, calcium dye fluorescence (FLIPR); percent of saturating CRF peptide response;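 active = activation of at least 50%, plus an integration ratio under a set limit after plate pattern correction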;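 note: plate controls were neutral control wells without compound for no effect and CRF at EC100 for full effect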
The depositor's hits bear a star; & = joins results of further samples.

SMILES	CRFR2-BP antag	GalR3 antag	CRFR2-BP ag
CCOc1cc2[nH]c(=O)n(CC3CCC(C(=O)NCCC(C)C)CC3)c(=O)c2cc1OCC (centres undefined)	-8.8	-3.8	1.0
CCOc1ccc(OCCC(=O)OCC(=O)Nc2ccc(C)c(S(=O)(=O)N3CCCCC3)c2)cc1	-15.1	-5.1	4.7
Cc1ccc(S(=O)(=O)N(CC(=O)c2ccccc2)C(=O)N2CCN(C)CC2)cc1	-8.4	-4.8	-0.8
Cc1ccccc1C(=O)Nc1cc(S(=O)(=O)N2CCOCC2)ccc1N1CCN(C)CC1	1.9	-5.2	-0.7
O=C(COC(=O)c1ccc(Cl)nc1)Nc1ccc2c(c1)OCCO2	5.1	3.4	-0.2
O=C(Nc1ccc(OC(F)(F)F)cc1)NC1CCC(Oc2ccc(C(=O)O)cc2)CC1 (centres undefined)	8.2	1.1	-0.9
N#Cc1cccc(S(=O)(=O)NCc2nnc3ccccn23)c1	5.4	-3.5	-1.1
Cc1onc(-c2ccccc2)c1C(=O)OCC(=O)Nc1cccc(Cl)c1	8.8	-5.7	-0.3
Cc1c(NC(=O)COC(=O)Cn2cc(C(F)(F)F)ccc2=O)cccc1[N+](=O)[O-]	5.2	-3.8	0.0
Cc1cc2oc(C(=O)N3CCN(Cc4ccccc4)CC3)c(C)c2cc1C	9.2	5.8	3.0
CC12CCC(=O)N1C(C(=O)NCCN1C(=O)S/C(=C\c3ccccc3Cl)C1=O)CS2 (centres undefined)	0.1	1.4	-0.3
CC(C)(C)OC(=O)N1Cc2[nH]c3ccccc3c2C[C@@H]1C(=O)O	3.9	0.8	-0.8
COc1ccccc1C(CNC(=O)c1cccc(S(=O)(=O)Nc2ccc(F)cc2)c1)N1CCCC1 (centres undefined)	-1.0	-4.0	1.3
CC1CCCCC1NC(=O)c1cc(S(=O)(=O)N2CCOCC2)ccc1Cl (centres undefined)	12.3	-6.4	-3.6
CCOc1ccc(S(=O)(=O)N2CCCCC2)cc1NC(=O)CCNC(=O)c1ccco1	-1.6	-5.0	-0.9
Cc1cc(O)c(C(C)C)cc1NC(=O)Nc1cc(Cl)ccc1Cl	1.6	-2.7	-3.6
O=C(COC(=O)c1ccc(F)cc1)NC1CC1	4.5	3.2	-2.7
CCOc1cc(N2CCOCC2)c(OCC)cc1NC(=O)c1cccc(S(=O)(=O)N2CCOCC2)c1	2.8	-3.0	-2.5
CCOc1cc2c(cc1OCC)CN(C(=O)c1cccc(S(=O)(=O)N3CCCC3)c1)CC2	8.8	-3.6	0.0
Cc1ccc(Cl)cc1NC(=O)COC(=O)CSc1ccccc1	4.1	-0.5	0.0
CC1(C)C2CCC1(CS(=O)(=O)N1CCCC1C(=O)O)C(=O)C2 (centres undefined)	4.5	-6.0	-3.9
COc1cc(-c2ccc3c(=O)c4ccccc4sc3c2)cc(OC)c1OC	-2.6	-3.1	2.1
COc1ccc([C@H]2CC(=O)C=C(c3cc(Cl)ccc3C)C2)cc1	-13.4	-6.3	2.8
CCCSc1ccc([C@H]2N[C@@](C)(C(=O)OC)[C@H]3C(=O)N(C)C(=O)[C@@H]23)cc1	5.4	-6.2	-2.1
O=C(CN1CCN(C(C(=O)Nc2ccc(F)cc2)c2ccccc2)CC1)NC1CC1 (centres undefined)	4.9	-6.4	1.1

Already shown: an excerpt of the list.
SMILES	CRFR2-BP antag	GalR3 antag	CRFR2-BP ag
CCCSc1ccc([C@H]2N[C@@](C)(C(=O)OC)[C@H]3C(=O)N(C)C(=O)[C@@H]23)cc1	5.4	-6.2	-2.1
O=C(CN1CCN(C(C(=O)Nc2ccc(F)cc2)c2ccccc2)CC1)NC1CC1 (centres undefined)	4.9	-6.4	1.1

Next section.
SMILES	CRFR2-BP antag	GalR3 antag	CRFR2-BP ag
COc1ccc(S(=O)(=O)N2CCOCC2)cc1NC(=O)C1CC(=O)N(c2ccc3c(c2)OCCO3)C1 (centres undefined)	1.2	3.3	-0.9
Cc1ccc(S(=O)(=O)N(C)CC(=O)NCC(=O)Nc2ccc(F)c(F)c2F)cc1	-2.6	-6.0	2.2
CCN1C(=O)c2cccc3c(S(=O)(=O)N(C(C)=O)c4ccc(OC(C)=O)cc4)ccc1c23	3.7	7.9	0.9
O=C(Cc1coc2cc(O)ccc12)N1CCN(S(=O)(=O)c2ccc(Br)cc2)CC1	-10.9	-7.2	0.4
Cc1cn(CC(=O)NCc2ccccn2)c(=O)[nH]c1=O	10.3	-1.8	-1.4
CC(OC(=O)C1CCN(S(=O)(=O)c2ccc(F)cc2)CC1)C(=O)NC1CCCCC1C (centres undefined)	-1.3	-1.6	0.6
CC(C)(C)NC(=S)N1CCC2CC1c1c(Cl)cccc12 (centres undefined)	10.7	-4.4	-2.8
O=C1NC(Cc2ccccc2)c2nc3cc(F)c(F)cc3c(=O)n2-c2cc3ccccc3cc21 (centres undefined)	-12.7	-3.2	12.2
O=S(=O)(c1ccc2c(c1)OCCO2)N1CCN(S(=O)(=O)c2ccco2)CC1	0.2	-0.1	2.2
CCN(C[C@H]1N[C@@](C)(C(=O)OC)[C@H]2C(=O)N(Cc3ccccc3)C(=O)[C@@H]12)C(=O)c1ccccc1	5.5	0.1	-0.2
Cc1ccccc1C(=O)N1CCC(C(=O)NN2C(=O)NC3(CCCCC3)C2=O)CC1	-1.2	-6.7	-1.1
O=C(NCC(=O)N1CCN(Cc2c(F)cccc2Cl)CC1)c1cccc(Cl)c1	-13.1	-2.6	-0.1
Cc1csc(SCC(=O)N(c2ccccc2)C(C)C)n1	-15.0	-1.6	-0.7
CC(C)CC1C(=O)N(Cc2cn(CC3CCCCC3)nn2)CCS(=O)(=O)N1Cc1ccc(-c2cccc(C#N)c2)cc1 (centres undefined)	-5.0	-4.3	1.5
CC(=O)Nc1ccc(NC(=O)C(C)Oc2ccccc2C(=O)NCc2ccccc2)cc1 (centres undefined)	-11.2	-4.6	-0.9
COc1ccc(S(=O)(=O)N2CCCCCC2)cc1C(=O)N(C)CC(=O)Nc1ccc(Cl)c(Cl)c1	-12.2	-2.8	1.9
CN1CCN(S(=O)(=O)c2cccc(C(=O)NCCOc3ccccc3)c2)CC1	4.7	-1.9	2.3
CCOc1ncccc1C(=O)OCC(=O)N1c2ccccc2CC1C (centres undefined)	1.6	-4.3	-0.3
O=C(CCN1CCN(c2ccccc2)CC1)NNC(=O)c1ccccc1	12.5	-7.6	0.1
CCN(Cc1ccccc1)C(=O)c1cc(S(=O)(=O)N2CCOCC2)ccc1N1CCCC1	-5.1	-4.2	-2.9
CCc1ccc(C(=O)COC(=O)CNC(=O)C2CCCCC2)cc1	14.6	-0.1	-0.6
CCC(C)c1ccccc1N1CC(C(=O)NCCc2ccc(OC)c(OC)c2)CC1=O (centres undefined)	-9.3	3.0	0.1
O=C1c2sccc2-c2cccc3cccc1c23	6.4	-0.6	11.2
COc1ccc(NC(C)=O)cc1S(=O)(=O)Nc1ccc(S(=O)(=O)N2CCCCC2)cc1	9.9	0.3	0.5
CCC(C)Sc1ccc(-c2nc3ccc(C)cn3c2NCc2ccccc2)cc1 (centres undefined)	-8.3	-7.7&-9.3	-0.6

Filtered by structure, those above with four or more nitrogen atoms
SMILES	CRFR2-BP antag	GalR3 antag	CRFR2-BP ag
Cc1ccccc1C(=O)Nc1cc(S(=O)(=O)N2CCOCC2)ccc1N1CCN(C)CC1	1.9	-5.2	-0.7
N#Cc1cccc(S(=O)(=O)NCc2nnc3ccccn23)c1	5.4	-3.5	-1.1
O=C(CN1CCN(C(C(=O)Nc2ccc(F)cc2)c2ccccc2)CC1)NC1CC1 (centres undefined)	4.9	-6.4	1.1
Cc1cn(CC(=O)NCc2ccccn2)c(=O)[nH]c1=O	10.3	-1.8	-1.4
Cc1ccccc1C(=O)N1CCC(C(=O)NN2C(=O)NC3(CCCCC3)C2=O)CC1	-1.2	-6.7	-1.1
CC(C)CC1C(=O)N(Cc2cn(CC3CCCCC3)nn2)CCS(=O)(=O)N1Cc1ccc(-c2cccc(C#N)c2)cc1 (centres undefined)	-5.0	-4.3	1.5
O=C(CCN1CCN(c2ccccc2)CC1)NNC(=O)c1ccccc1	12.5	-7.6	0.1

(more compounds)
SMILES	CRFR2-BP antag	GalR3 antag	CRFR2-BP ag
Cc1cc(C(=O)CSc2nnc(-c3ccco3)o2)c(C)n1C	6.4	-7.1	1.7
CC12CCC(=O)N1C(C(=O)OCC(=O)Nc1ccc(C(F)(F)F)cc1)CS2 (centres undefined)	-17.6	-3.2	3.6
CCCCN(C(=O)c1ccc2c(c1)OCCO2)c1c(N)n(CC(C)C)c(=O)[nH]c1=O	-13.3	-4.2	0.3
CC1(C)CC(NC(=O)c2cc(S(=O)(=O)N3CCOCC3)c(Cl)cc2Cl)CC(C)(C)N1	-5.5	-1.7	0.8
Nc1ncnc2c1ncn2[C@@H]1O[C@H](CNC(=O)[C@@H](N)Cc2ccc(C(F)(F)F)cc2)[C@@H](O)[C@H]1O	4.7	-4.3	-1.9
CCCCN1C(=O)C(CC(=O)NC2CCCC2)CC(C(=O)N2CCOCC2)=C1C (centres undefined)	5.6	-0.8	-1.7
O=C(O)C(C=C(Cl)Cl)N1CCOCC1 (centres undefined)	1.1	-1.4	-2.1
NS(=O)(=O)c1ccc(CNC(=O)c2ccc(NS(=O)(=O)c3cccs3)cc2)cc1	-8.5	-4.7	-0.2
O=C1c2ccccc2[C@@H]2C[C@@H](O)[C@H](Nc3cccc(C(F)(F)F)c3)CCN12	0.6	-4.4	-4.8
CC(C)(C)c1ccc(C(=O)NC(=O)CSc2n[nH]c(N)n2)cc1	-1.6	-7.1	-0.2
COc1ccc(-c2nc(SC(C)C(=O)NC3CC3)n[nH]2)cc1 (centres undefined)	11.5	-6.3	1.0
O=C(CCNS(=O)(=O)c1ccc(Br)cc1)NC1CCC(O)CC1 (centres undefined)	1.6	-2.2	0.9
COc1ccc(OCC(=O)N2CCN(S(=O)(=O)c3ccc4c(c3)OCCO4)CC2)cc1	7.5	-8.3	-1.7
Cc1cccn2c(=O)nc(SCC(=O)N3CCN(c4ccccc4)CC3)nc12	-11.7	-5.0	-2.4
CC(=O)C12OC(C)(C)OC1CC1C3CCC4=CC(=O)C=CC4(C)C3(F)C(O)CC12C (centres undefined)	-0.2	-5.9	0.2
CCC(C)(C)C1CCC2(CC1)NC(=O)N(CC(=O)NCCc1ccc(OC)c(OC)c1)C2=O (centres undefined)	-15.6	-4.9	-1.2
Cc1cccc(C(=O)NCC(=O)OCC(=O)NC2CCCCC2)c1	9.0	-2.6	-1.0
O=C(Nc1ccccc1C(F)(F)F)C(O)(c1ccccc1)C1CCCCC1 (centres undefined)	5.6	-4.2	-0.3
CN1CCN(c2ccc(S(=O)(=O)N3CCOCC3)cc2NC(=O)COc2ccc(C#N)cc2)CC1	14.9	-6.0	0.3
COc1ccc(SCCN2CC[C@@H](NC(=O)OCc3ccccc3)CCC2=O)cc1	1.6	-6.7	-0.1
Cc1ccc(NC(=O)C2CC(=O)N(Cc3ccccc3)C2)nc1 (centres undefined)	0.0	-4.2	-1.2
C/C(=N\OCC(=O)OCC(=O)NC(=O)c1ccccc1)c1ccc2c(c1)OCO2	-5.6	-2.0	-1.7
CCc1ccc([C@@H]2C[C@H]3[C@@H](CN2S(=O)(=O)c2ccc(C)cc2)C(=O)C[C@@H](c2ccccc2)N3S(=O)(=O)c2ccc(C)cc2)cc1	6.0	-2.6	-0.4
O=S(=O)(c1ccccc1)c1nc(-c2cccs2)oc1NCc1cccnc1	1.7	-11.1	-1.2
Cc1nnc(NS(=O)(=O)c2ccc(F)cc2)s1	-7.6	-3.2	1.2
SMILES	CRFR2-BP antag	GalR3 antag	CRFR2-BP ag
CCOC(=O)N1CCN(C(=O)c2cccc(S(=O)(=O)Nc3ccc(OC)cc3)c2)CC1	-13.0	-2.6	3.0
COc1ccc(S(=O)(=O)N2CCN(C(=O)C3CC(=O)N(c4ccccc4F)C3)CC2)cc1OC (centres undefined)	-4.9	-8.3	-0.3
O=C(O)c1cc(N2CCCCC2)nc2ccccc12	2.1	-2.5	2.3
CNC(=O)C[C@H]1C(=O)N(c2ccc(Br)cc2)C[C@@H]1CSC	11.7	1.4	-0.5
O=C(COC(=O)c1ccccc1O)NCc1ccc2c(c1)OCO2	0.7	-7.5	-3.9
Cc1cc(NC(=O)c2ccc(OCC3CCCO3)cc2)ccc1Br (centres undefined)	12.9	12.0	2.9
CCOC(=O)c1c(C)[nH]c(C(=O)OCC(=O)N2CCN(S(=O)(=O)c3ccc(C)cc3C)CC2)c1C	-9.0	-3.4	3.0
C[C@H](CO)N1C[C@H](C)[C@@H](CN(C)Cc2ccncc2)OCc2cnnn2CCCC1=O	2.5	-6.3	6.2
CC(C)C(=NO)c1ccccc1	-12.8	-6.0	1.7
Cc1ccc(C)c(OCCC(=O)OCC(=O)NC2CC2)c1	-2.3	-4.7	-0.9
C=CCn1c(SCC(=O)Nc2cc(C)on2)nnc1-c1ccncc1	6.5	1.7	0.1
O=C1NC(=S)SC1=Cc1ccc(F)cc1	34.2	0.0	16.9
O=C(NCCO)C(=O)NCC(c1cccs1)S(=O)(=O)c1ccc(F)cc1 (centres undefined)	-2.2	2.8	-0.1
Cc1cc2nc(-c3ccccc3O)[nH]c2cc1C	-0.1	-5.4	4.4
COc1ccc(Cl)cc1C(=O)NNC(=O)c1nn(C)c(=O)c2ccccc12	6.4	-2.8	0.0
Cc1nn(C2CCS(=O)(=O)C2)c(C)c1CN(C)C(=O)c1cccc(Cl)c1 (centres undefined)	-1.9	1.6	-0.7
Cc1cccc(C2=NN(c3ccc(Br)cc3)[C@@H](C(=O)N3CCOC3=O)[C@@H]2C)c1	24.7	-5.0	3.3
Cc1ccc(S(=O)(=O)N2CCOCC2)cc1C(=O)NCC1CCCCC1	4.1	-7.2	-0.5

Some of the compounds tested; count on the stated rates, not on these rows.
